Compound activity deposited in PubChem by several laboratories.
MEP2-GFP yeast = modulators of MEP2-GFP levels in yeast, primary screen, S. cerevisiae, multiplex flow cytometry, MLPCN library | GFP response vs DMSO, % at 10 µM | S. cerevisiae MEP2-GFP strain, 3 h; 100% = DMSO control level | actives 0.51% (n = 330,000);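 active = GFP response versus DMSO above a set limit, roughly screen mean plus 3 SD, cut at about 180% in these data; inconclusive = fewer than 70 cells counted for a yeast strain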;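 also: median GFP fluorescence of the barcode-gated MEP2-GFP cells per well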
RPL19A TOR yeast = RPL19A-GFP expression modulators in yeast, primary screen, cell-based, S. cerevisiae, multiplex flow cytometry, MLPCN. S. cerevisiae RPL19A-GFP strain, 3 h; hits give low values. percent response vs DMSO, % at 10 µM. actives 0.3% (n = 330,000). AID 2025, 2009;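 active = percent response vs DMSO below 50%; inconclusive = fewer than 70 events counted for the yeast strain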;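 also: median channel GFP fluorescence of the barcoded RPL19A-GFP strain; ratio of sample median GFP to plate DMSO average so 100% = DMSO; lower means less RPL19A-GFP as with rapamycin TOR inhibition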
AHR activator = AHR activators, primary screen, cell-based, luminescence, luciferase reporter, human; Aryl hydrocarbon receptor (Homo sapiens), P35869; AHR-responsive luciferase reporter cells; activation, % at 5 µM; actives 2.5% (n = 320,000); in the data active = activation above about 47%;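 also: 0% = vehicle wells and 100% = reference agonist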
Target sequence (P35869 whole entry, looked up): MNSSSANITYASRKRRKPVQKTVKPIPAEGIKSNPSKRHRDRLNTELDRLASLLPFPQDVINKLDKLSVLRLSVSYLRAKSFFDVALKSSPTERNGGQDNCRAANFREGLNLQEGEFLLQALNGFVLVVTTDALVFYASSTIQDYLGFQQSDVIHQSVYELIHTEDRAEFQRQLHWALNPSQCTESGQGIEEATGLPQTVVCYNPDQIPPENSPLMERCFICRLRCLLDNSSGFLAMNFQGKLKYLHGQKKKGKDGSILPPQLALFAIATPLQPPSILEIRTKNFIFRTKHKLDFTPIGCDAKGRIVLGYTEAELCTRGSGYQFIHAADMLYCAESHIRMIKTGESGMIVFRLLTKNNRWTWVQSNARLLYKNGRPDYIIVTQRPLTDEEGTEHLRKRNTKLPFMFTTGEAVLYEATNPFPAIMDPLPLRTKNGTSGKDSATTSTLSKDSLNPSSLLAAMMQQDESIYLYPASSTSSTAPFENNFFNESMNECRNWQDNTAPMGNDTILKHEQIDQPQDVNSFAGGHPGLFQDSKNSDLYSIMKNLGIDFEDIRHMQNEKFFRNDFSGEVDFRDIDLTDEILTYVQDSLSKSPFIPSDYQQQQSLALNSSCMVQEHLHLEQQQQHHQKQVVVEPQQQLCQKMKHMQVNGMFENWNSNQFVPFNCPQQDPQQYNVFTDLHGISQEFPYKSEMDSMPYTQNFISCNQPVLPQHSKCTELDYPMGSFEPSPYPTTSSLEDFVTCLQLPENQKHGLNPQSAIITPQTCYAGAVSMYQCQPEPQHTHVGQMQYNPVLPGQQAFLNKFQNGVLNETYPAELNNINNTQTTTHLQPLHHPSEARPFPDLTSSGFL
AGP1 TOR yeast = modulators of AGP1-GFP expression in yeast TOR pathway, primary screen, cell-based, multiplex flow cytometry, S. cerevisiae, MLPCN library. GFP response vs DMSO, % at 10 µM. actives 0.02% (n = 320,000). 3 h; GFP as percent of DMSO wells;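 active = GFP response relative to DMSO above a set limit, near screen average plus 3 SD, cut at about 150% in these data; inconclusive = fewer than 70 cells counted for the yeast strain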;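 also: median GFP channel fluorescence of the gated AGP1 strain per well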
CR mimetic SO = reduction of superoxide in aged yeast, primary screen, HTS | S. cerevisiae aged cells, superoxide DHE fluorescence; hits give low values | superoxide response (% of plate mean), % at 10 µM | actives 0.18% (n = 330,000) | AID 2690, 2010;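 active = superoxide response under a set limit, about three screen SD below normal, cut at about 65% in these data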;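 also: yeast aged for seven days with compound at 30 °C before DHE staining; 100% = average MFI of all compound-treated wells on the plate with controls excluded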
CIT2-GFP yeast = modulators of CIT2-GFP expression in yeast, primary screen, S. cerevisiae, GFP fusion, multiplex flow cytometry, MLPCN library; actives 0.065% (n = 320,000); GFP response vs DMSO, % at 10 µM; AID 2029, 2009; S. cerevisiae CIT2-GFP strain, 3 h; 100 means same as DMSO wells;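 active = GFP response relative to DMSO above a set limit, near the screen mean plus 3 SD, cut at about 150% in these data; inconclusive = Fewer than 70 cells measured for a yeast strain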;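 also: ratio of well median GFP fluorescence to mean of DMSO wells on the plate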
LAP4 TOR yeast = modulators of LAP4-GFP expression in yeast, primary screen, S. cerevisiae, multiplex flow cytometry, MLPCN library | AID 2023, 2009 | actives 0.34% (n = 320,000) | 3 h; median GFP as percent of DMSO wells | GFP response vs DMSO, % at 10 µM;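 active = GFP response vs DMSO above a set limit, about the screen mean plus 3 SD, cut at about 150% in these data; inconclusive = under 70 cell events counted for the yeast strain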
Efflux pump inh = inhibitors of Candida efflux pumps in yeast, primary screen, S. cerevisiae, Nile Red, multiplex. S. cerevisiae Candida pump triplex. inhibition, % at 10 µM. actives 0.44% (n = 330,000). AID 485275, 2010;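 active = plate passing quality check with inhibition over a set limit, or well fluorescence over plate mean plus 4 SD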;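 also: Nile Red retained in pooled yeast measured as flow cytometry median fluorescence; 0% = buffer negative control and 100% = Enniatin B positive control; higher means more Nile Red kept so more efflux inhibition; some compounds called inactive have numbers as strong as hits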
* = called active by the depositor; ? = inconclusive; . = no result given; [ ] = another dose, or the depositor's remark.

entry	smiles	LAP4 TOR yeast	Efflux pump inh	RPL19A TOR yeast	CR mimetic SO	AGP1 TOR yeast	AHR activator	MEP2-GFP yeast	CIT2-GFP yeast
1	CCN(CC(=O)Nc1ccc(NC(C)=O)cc1)C(=O)/C=C/c1cn(Cc2ccccc2)nc1-c1cccnc1	102	-0.1	97	109	109	2	106	99
2	N#Cc1c(SCC(N)=O)nc2c(c1-c1ccncc1)CCCC2	93	0.1	100	98	94	0	94	95
3	COCc1ccc(CN2CCc3c([nH]c4ccccc34)C2C(C)(C)C)o1 (stereo not drawn)	94	-0.1	98	106	96	14	104	92
4	COc1ccc(N2CC(C(=O)Nc3nnc(SCCC4OCCO4)s3)CC2=O)cc1 (stereo not drawn)	100[may fluoresce green]	-1.1	103[may fluoresce green]	97	108[may fluoresce green]	4	101[may fluoresce green]	99[may fluoresce green]
5	Clc1ccc(-c2cn3nc4c(nc3n2)CCCC4)cc1	112	0.0	92	112	31	12	103	143
6	CC(=O)c1cccc(S(=O)(=O)Nc2cccc(S(=O)(=O)NC3=NCCC3)c2)c1	102	0.0	103	99	107	-1	108	99
7	CCOCCCNCC(=O)N1CCN(S(=O)(=O)c2ccc(C)cc2)CC1	104	-0.4	98	100	96	-3	98	96
8	CC1Cc2cc(S(=O)(=O)N3CCC(C(=O)N(C)Cc4ccco4)CC3)ccc2N1C(=O)C1CCC1 (stereo not drawn)	94	-0.1	99	108	98	-3	102	100
9	CCCN(CCC)C(=O)C[n+]1cccc(/C=N/O)c1	97	0.0	101	99	100	-1	102	104
10	CCOc1ccccc1OCC(=O)O	98	0.1	94	97	99	4	106	103
11	CC(OC(=O)/C(C#N)=C/c1ccc(N(C)C)cc1)C(=O)N(C)c1ccccc1 (stereo not drawn)	92	0.0	101	103	108	12	100	112
12	NC(=O)c1c(NC(=O)c2cnccn2)sc2c1CCCC2	106	0.0	98	100	106	21	105	113
13	COc1ccccc1-c1cn[nH]c1-c1ccc(OCC(=O)NN)cc1O	99	-0.1	106	104	101	13	103	100
14	CCOc1ncccc1C(=O)OCC(=O)NC1CC1	90	0.1	100	104	92	4	100	97
15	CCOC(=O)N1CCN(C(=O)c2ccc(OCC)cc2)CC1	98	0.1	96	92	100	0	103	94
16	CC(C(=O)N1CCN(c2ccc([N+](=O)[O-])cc2)CC1)N1C(=O)C2CC=CCC2C1=O (stereo not drawn)	101	0.1	105	99	102	4	102	99
17	COc1ccc(NC(=O)Nc2cccc3ccccc23)c(OC)c1	99	0.1	106	97	104	24	101	101
18	Oc1ccc2ccccc2c1/C=N/c1nc2c(s1)CCCC2	94	0.0	96	98	96	15	95	95
19	O=C(NCc1ccc(Cl)cc1)NCc1ccc(Cl)cc1	112	-0.2	105	88	111	1	108	109
20	O=C(/C=C/c1ccc(Cl)cc1Cl)NCc1ccco1	121	-0.4	97	90	94	1	93	95

Retrieved by structure from the list above (two):
entry	smiles	LAP4 TOR yeast	Efflux pump inh	RPL19A TOR yeast	CR mimetic SO	AGP1 TOR yeast	AHR activator	MEP2-GFP yeast	CIT2-GFP yeast
3	COCc1ccc(CN2CCc3c([nH]c4ccccc34)C2C(C)(C)C)o1 (stereo not drawn)	94	-0.1	98	106	96	14	104	92
2	N#Cc1c(SCC(N)=O)nc2c(c1-c1ccncc1)CCCC2	93	0.1	100	98	94	0	94	95

Next section:
entry	smiles	LAP4 TOR yeast	Efflux pump inh	RPL19A TOR yeast	CR mimetic SO	AGP1 TOR yeast	AHR activator	MEP2-GFP yeast	CIT2-GFP yeast
21	CCCCN(C)C(=O)C1CCC(CNS(=O)(=O)c2ccc3c(c2)CC(C)N3C(=O)C2CC2)CC1 (stereo not drawn)	98	0.0	100	113	104	2	112	101
22	S=C(NCc1ccccc1)Nc1nccs1	98	0.3	99	103	95	2	99	93
23	CS(=O)(=O)Nc1ccc(C2=NN(C(=O)c3ccco3)C(c3ccc(F)cc3)C2)cc1 (stereo not drawn)	91	0.7	101	112	93	9	101	94
24	O=C1C2CC=CCC2C(=O)N1c1n[nH]c(-c2ccccc2)n1 (stereo not drawn)	96	0.1	94	110	93	2	101	95
25	Cc1nnc(C)n1/N=C/c1cc(Br)ccc1O	106	0.0	101	96	93	3	115	108
26	COc1ccc2c(c1OC)C(=O)OC2CC(=O)c1ccc(O)c(O)c1 (stereo not drawn)	100	0.1	97	75	96	0	100	92
27	COc1ccc(NC(=O)CCOc2ccc(C)cc2)cc1S(=O)(=O)N1CCCCC1	92	-0.3	93	94	95	1	99	94
28	Cc1ccc(C(=O)Nc2ccc3c(c2)CCC3)cc1	104	0.0	98	101	91	-4	89	89
29	COc1ccc(-c2noc(C3CCCN(C(=O)Nc4ccccc4)C3)n2)cc1 (stereo not drawn)	111	0.0	99	90	95	5	111	95
30	COc1cc(CC(=O)NCCc2ccc(OCc3ccccc3)cc2)c([N+](=O)[O-])cc1OC	99	0.2	.	113	106	4	107	100
31	O=C1c2ccccc2C(Nc2ccc3c(c2)OCCO3)N1c1ccc(Cl)cn1 (stereo not drawn)	96	0.2	98	98	97	5	96	101
32	CC1Cc2cc(S(=O)(=O)N3CCN(c4ccccc4F)CC3)ccc2N1C(=O)C1CC1 (stereo not drawn)	95	0.1	96	93	103	1	92	103
33	C=CCC1(CC=C)CCCN1C(=O)CC1C(=O)NCCN1Cc1cc(OC)cc(OC)c1 (stereo not drawn)	99	0.1	102	88	101	0	132	106
34	Cc1ccc(S(=O)(=O)Nc2cccc(C(=O)N3CCOCC3)c2)c(C)c1NS(C)(=O)=O	116	0.1	100	90	101	2	117	109
35	Cc1ccc(S(=O)(=O)N(CC(=O)NCC2CCCO2)c2cccc([N+](=O)[O-])c2)cc1 (stereo not drawn)	99	0.0	100	103	108	3	96	99
36	COc1ccc(OCC(=O)N/N=C/c2ccncc2)cc1	97	-0.1	102	78	103	7	100	100
37	CC(=O)Nc1cc(C(=O)NCc2ccco2)ccc1Sc1ccc(Cl)cc1	107	-0.3	102	102	126	2	96	85
38	COc1ccccc1OCc1ccc(C(=O)NN)o1	104	0.1	97	115	99	31	96	95
39	CC(C(=O)NC1CCCC1)N(C(=O)c1ccc(-c2ccccc2)[nH]1)c1ccccc1F (stereo not drawn)	102	0.2	98	103	101	-1	103	101
40	O=c1[nH]nc(Cc2ccc(-c3ccc(Cl)cc3)o2)c2ccccc12	99	0.0	98	125	101	19	102	96
41	CCCCn1c(=O)n(CC(=O)Nc2c(CC)cccc2CC)c(=O)c2c1nc(CO)n2CCC	96	0.1	92	96	93	0	93	89
42	CCCCn1c(CN2CCN(c3cccc(Cl)c3)CC2)nc2c1c(=O)[nH]c(=O)n2C	?	0.3	?	88	?	-1	?	?
43	CCOC(=O)N1CCC(Nc2c(NCCCN(CC)Cc3ccccc3)c(=O)c2=O)CC1	97	-0.2	98	97	97	-1	95	95
44	CCN(CC)C(=O)c1cnn(-c2ccccc2)c1NC(=O)c1ccccc1F	98	-0.5	96	83	100	-1	94	99
45	CCCc1cc(=O)[nH]c(SCC(=O)N(C)Cc2ccccc2)n1	103	0.1	101	108	102	7	105	99
46	Cc1nc2ncnn2c(N2CCN(C(c3ccccc3)c3ccccc3)CC2)c1C	100	0.0	96	104	92	-1	96	100
47	O=C(CN1C(=O)c2cccnc2C1=O)c1ccccc1	86	-0.1	87	105	83	4	89	92
48	Cc1ccn2c(CNCCCn3cccn3)c(C(=O)N3CCCCCC3)nc2c1	105	0.0	102	98	93	1	106	101
49	O=S(=O)(c1ccccc1F)N1CCN(c2nc3ccccc3s2)CC1	115	-0.2	99	103	108	2	97	98
50	CCOc1ccc(S(=O)(=O)Nc2cc(S(=O)(=O)N(CC)CC)ccc2N2CCCC2)cc1	96	0.5	107	95	106	0	102	104
51	CCOC(=O)c1ccc(C(=O)NNC(=O)C2C3C=CC(C3)C2C(=O)O)cc1 (stereo not drawn)	70	0.1	113	125	89	.	101	90
52	Cc1ccc2c(c1)c1c3n2CCN(CC(O)CNC(C)C)C3CCC1 (stereo not drawn)	108	0.4	105	120	105	5	111	102
53	CS(=O)(=O)N(Cc1ccc(C(=O)NC2CCCC2)cc1)c1ccccc1	93	-0.1	92	97	93	1	86	94
54	O=C(Nc1nc(-c2ccccn2)cs1)C1CC1	113	0.0	107	97	111	16	111	96
55	COc1ccccc1N1N=C(c2ccc([N+](=O)[O-])cc2)CC1c1ccccc1 (stereo not drawn)	103	0.3	103	102	75	-1	122	93
56	Fc1cccc(Cl)c1/C=N/n1c(-c2cccnc2)n[nH]c1=S	96	0.0	100	104	102	30	102	103
57	COc1cc(OC)cc(C(=O)OCC(=O)Nc2sccc2C(N)=O)c1	85	-0.1	78	98	72	0	65	64
58	Cc1ccc(C2c3c(C)nn(-c4ccc([N+](=O)[O-])cc4)c3N=C3C(=O)Nc4ccccc4N32)cc1 (stereo not drawn)	93	0.5*	99	100	103	6	92	95
59	CCc1nnc(NC(=O)CCC(=O)N2CCN(S(=O)(=O)c3ccc(OC)cc3)CC2)s1	106	0.0	103	96	104	1	108	110
60	CC(C)CC(C(=O)NC1CCCC1)N(Cc1cccs1)C(=O)c1snc(C(N)=O)c1N (stereo not drawn)	97	0.1	100	92	104	0	102	100
61	COc1ccc(N2CCN(C(=O)c3ccc(NC(=O)C4=CSCCO4)cc3)CC2)cc1	94	-0.1	98	123	98	-1	93	104
62	CCOc1ccc(CCNC(=O)CSCC(=O)Nc2ccc(OC)cc2)cc1OCC	97	0.0	95	108	97	0	100	83
63	COC(=O)Cn1c(=O)c2c(nc3n2CC(C)CN3Cc2ccccc2)n(C)c1=O (stereo not drawn)	96	0.1	100	104	97	-1	95	97
64	CC(/C=C/c1ccc(N(C)C)cc1)=N\N=C(/N)SC1CC(=O)N(c2ccc(C(=O)O)cc2)C1=O (stereo not drawn)	97	0.2	104	94	99	28	117	97
65	COc1ccc(Cl)cc1C(=O)OCC(=O)Nc1cccnc1Cl	97	-0.1	97	114	100	2	106	100
66	COc1ccccc1NC(=O)CNC(=O)CC12CC3CC(CC(C3)C1)C2	99	-0.1	94	112	95	4	103	91
67	COc1ccc(Nc2c3c(nc4ccc(C)cc24)CCC3)cc1	90	0.1	106	92	98	7	103	102
68	O=C(NN=C1CCCC1)C(=O)Nc1cccc(C(F)(F)F)c1	103	0.3	.	106	104	6	109	97
69	Cc1ccc(/C=C/C(=O)NC(=S)Nc2ccc(S(=O)(=O)Nc3cc(C)on3)cc2)cc1	90	-0.2	95	98	95	-2	93	92
70	COc1ccc(C2CCCCCN2Cc2nc3ccccc3c(=O)n2CC(N)=O)cc1 (stereo not drawn)	83	0.0	93	102	84	5	104	87
71	O=C(CCc1ccccn1)N1CCCC(CNS(=O)(=O)c2cccs2)C1 (stereo not drawn)	100	0.2	95	102	97	0	101	97
72	COc1cc2c(cc1OC)CN(C(=O)/C=C/c1cc(OC)c(OC)c(OC)c1)CC2	97	0.6	111	63*	96	14	110	96
73	COc1ccc(S(=O)(=O)N2CCCN(CC(=O)Nc3ccc(NC(C)=O)cc3)CC2)cc1	100	0.3	102	97	100	-2	107	102
74	Cc1ccc(CCNC(=O)C2=CCN(S(=O)(=O)c3ccccc3)CC2)cc1	97	-0.1	98	118	103	13	95	109
75	CCCCn1c(N)c(N(CC)C(=O)CCNC(=O)c2ccc(Cl)cc2)c(=O)[nH]c1=O	92	-0.1	97	110	100	0	103	105
